# KCNK9 block = human KCNK9 channel inhibition; B-score at 10 µM; Q9NPC2; 310,000 tested, 1.2% active; HEK293 KCNK9, FluxOR thallium flux fluorescence; active compounds read low;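 active = ratio B-score over 3 SD below the library mean, with starting fluorescence within 5 SD of its mean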;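 also: negative B-score means less thallium flux so channel inhibition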
# Target sequence (Q9NPC2 whole entry, looked up): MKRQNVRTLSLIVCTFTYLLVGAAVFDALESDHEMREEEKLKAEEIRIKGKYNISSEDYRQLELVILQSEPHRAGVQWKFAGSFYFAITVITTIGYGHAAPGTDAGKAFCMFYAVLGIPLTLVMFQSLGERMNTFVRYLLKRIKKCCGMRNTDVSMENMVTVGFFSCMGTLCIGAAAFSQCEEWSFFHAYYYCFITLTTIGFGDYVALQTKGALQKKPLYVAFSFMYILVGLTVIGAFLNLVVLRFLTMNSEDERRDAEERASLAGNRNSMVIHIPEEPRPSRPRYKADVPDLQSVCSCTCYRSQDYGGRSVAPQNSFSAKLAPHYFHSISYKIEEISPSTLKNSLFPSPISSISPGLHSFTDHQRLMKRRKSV
# RGS4 act = RGS4 potentiation or activation; HEK293 M3R/inducible RGS4, carbachol calcium flux Fluo4; active compounds read low; B-score at 10 µM; 310,000 tested, 0.92% active; AID 463111;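 active = B-score of the integrated calcium signal more than 4 SD below the library mean, with starting fluorescence not abnormally high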;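 also: negative B-score means reduced calcium response which marks RGS4 activation or potentiation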
#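 Assay system: HEK293 FlpIn-TREx cells, stable M3R, doxycycline-inducible RGS4 / Probe or stimulus: carbachol, ECmax concentration / Times: overnight RGS4 induction, 30 min dye load 37 °C, 20 min compound RT / Signal: kinetic calcium fluorescence imaging with Fluo4-AM dye, 2 µM / Measure: Agonist-evoked peak-minus-minimum fluorescence over baseline, integrated ratio, B score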
# RGS4 inh = human RGS4 inhibition; HEK293 M3R/RGS4 inducible, Fluo-4 calcium flux; active compounds read high; triggered by carbachol at its EC20; B-score at 10 µM; 310,000 tested, 0.45% active; AID 463165;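 active = B-score, a plate-corrected calcium signal, over three deviations above library mean, with baseline fluorescence within five deviations of library mean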;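 also: RGS4 expression induced by doxycycline in cells with stable M3 receptor; B-score is computed from the integrated fluorescence ratio over baseline after carbachol; higher B-score means a larger calcium signal and so more RGS4 inhibition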
# Target sequence (P49798 whole entry, looked up): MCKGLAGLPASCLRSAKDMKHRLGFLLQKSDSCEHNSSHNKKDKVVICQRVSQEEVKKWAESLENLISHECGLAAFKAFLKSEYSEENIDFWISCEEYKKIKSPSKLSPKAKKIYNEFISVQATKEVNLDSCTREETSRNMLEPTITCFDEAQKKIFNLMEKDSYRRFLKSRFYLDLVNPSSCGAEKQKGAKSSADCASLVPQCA
# HDAC3 inhib = human HDAC3 inhibition. O15379. recombinant HDAC3, fluorogenic peptide/trypsin coupled, fluorescence. inhibition, % at 8.3 µM. 320,000 tested, 0.15% active; in the data active = inhibition above about 26%, passing the limit was not always enough; inconclusive = no clear call, values can overlap the other calls
# KCNQ1 inh = blocks the human KCNQ1 potassium channel | CHO-K1 KCNQ1, FluxOR thallium flux fluorescence; active compounds read high | P51787 | B-score at 10 µM | 310,000 tested, 1.3% active | AID 2642;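 active = compounds whose thallium flux B-score, printed positive for inhibition, exceeds three library SD while starting fluorescence stays within three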;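 also: channel opened by potassium depolarization with thallium stimulus after 20 min compound exposure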
# KCNK3 block = human KCNK3 channel inhibition, primary screen. O14649. CHO-KCNK3 thallium flux, FluxOR fluorescence; active compounds read low. B-score at 10 µM. 340,000 tested, 0.84% active. AID 602410;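 active = B-score under library mean minus 4 SD, starting fluorescence ratio at most library mean plus 5 SD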;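 also: more negative B-score means stronger inhibition of thallium flux through KCNK3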
# Target sequence (O14649 whole entry, looked up): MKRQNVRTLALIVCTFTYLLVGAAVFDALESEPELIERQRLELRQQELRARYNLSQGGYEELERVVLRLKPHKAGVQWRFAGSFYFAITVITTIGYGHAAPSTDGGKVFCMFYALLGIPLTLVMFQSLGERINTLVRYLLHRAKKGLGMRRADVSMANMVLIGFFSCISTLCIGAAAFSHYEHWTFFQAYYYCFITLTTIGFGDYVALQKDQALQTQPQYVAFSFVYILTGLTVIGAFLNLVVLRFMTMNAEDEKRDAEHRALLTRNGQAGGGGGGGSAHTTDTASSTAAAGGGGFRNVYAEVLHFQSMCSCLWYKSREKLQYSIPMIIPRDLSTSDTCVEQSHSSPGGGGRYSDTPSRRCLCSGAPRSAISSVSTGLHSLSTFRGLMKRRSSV
# SKKanGAS inh = blocks kanamycin growth of S. pyogenes SKKanGAS strain; BacTiter-Glo, 6 h; 300,000 tested, 1.3% active; inhibition, % at 7.5 µM;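 active = mean replicate score, as percent of positive control median, at least 50; inconclusive = mean below 50 but one replicate at or above 50; inactive = mean and every replicate below 50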;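 also: strain carries kanamycin resistance gene driven by streptokinase promoter and grows in 40 µg/ml kanamycin; loss of luminescence reflects streptokinase promoter inhibition or plain growth inhibition; 0% = median of DMSO wells and 100% = positive control at its reference dose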
# ANO1 activ = mouse TMEM16A channel activation, primary screen. HEK293 TMEM16A/YFP-H148Q/I152L, iodide quench fluorescence; active compounds read low. B-score at 10 µM. 340,000 tested, 0.3% active;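 active = fluorescence-ratio B-score plate-corrected deviation score at least 3 library SD below zero, with starting fluorescence score within 5 deviations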;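 also: channel opened by trigger with iodide after compound preincubation; score built on the fluorescence ratio of max minus min over baseline; more negative score means more quench and so TMEM16A activation or potentiation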
# KCNQ1 pot = potentiators or activators of human KCNQ1 potassium channel; CHO-K1 KCNQ1, thallium flux FluxOR fluorescence; active compounds read high; B-score at 10 µM; 310,000 tested, 0.35% active; AID 2648;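 active = fluorescence ratio B-score, a plate-corrected score, at least three library SD, with initial intensity B-score within 5 SD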
#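 System: CHO-K1 cells stably expressing KCNQ1 / Medium: assay buffer for compound exposure, DMSO matched across wells / Reagent: thallium- and potassium-containing depolarizing buffer / Compound: one concentration, matched DMSO / Incubation: 20 min compound pretreatment at room temperature / Measured by: kinetic FluxOR fluorescence, 10 s baseline plus 110 s post-stimulus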
# ANO1 block = mouse TMEM16A channel inhibition, primary screen | AID 588511 | HEK293 TMEM16A/YFP iodide influx fluorescence, ionomycin | Q8BHY3 | 310,000 tested, 1.2% active | normalized B-score (activity score, 25-100; higher = stronger inhibition) at 10 µM;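 active = ratio plate-corrected score three or more library SD toward inhibition, starting fluorescence score within five deviations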;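 also: score derived from kinetic fluorescence span divided by baseline fluorescence per well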
# hERG rescue = hERG (human) protection from proarrhythmic block; Q12809; AID 1511; 310,000 tested, 0.51% active; activation (rescue from dofetilide block), less the hit threshold, % at 10 µM; CHO-hERG, FluxOR thallium flux, dofetilide IC70 present;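 active = activation above the mean of controls blocked by dofetilide plus 5 SD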;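 also: thallium influx through hERG after potassium depolarization seen as dye fluorescence rise; in these data hits start at about 4.7%; inactives centre near -7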
# Starred values were filed as active, the others as inactive; i = inactive; ? = inconclusive; . = no result given.
SMILES,KCNK9 block,RGS4 act,RGS4 inh,HDAC3 inhib,KCNQ1 inh,KCNK3 block,SKKanGAS inh,ANO1 activ,KCNQ1 pot,ANO1 block,hERG rescue
CC(C)CNS(=O)(=O)c1cc(C(=O)OC2CCOC2=O)c(Cl)cc1Cl (configuration not stated),i,i,i,-1,i,i,0,i,i,i,-7
Cc1ccc(S(=O)(=O)c2cc3ccccc3nc2N)cc1,i,i,i,-2,i,i,-1,i,i,i,-8
O=C(CN1C(=O)c2ccccc2S1(=O)=O)Nc1ncc([N+](=O)[O-])s1,i,i,i,.,i,i,8,i,i,.,-4
CC(=O)c1ccc(NC(=S)NNC(=O)c2ccccc2[N+](=O)[O-])cc1,i,i,i,5,i,i,2,i,i,i,-16
Cc1cc(O)c(/C=N/Nc2ccccc2Cl)c(=O)o1,i,i,i,2,i,i,-7,i,i,i,-14
CN(Cc1c(C(=O)N/N=C/c2cc(F)ccc2F)nnn1-c1nonc1N)C1CCCCC1,i,i,i,1,i,i,0,i,i,i,-4
O=C(Cn1cc(C(F)(F)F)cc(Cl)c1=O)Nc1ccc(N2CCOCC2)cc1,i,i,i,-9,i,i,1,i,i,i,4
COc1ccc(C(=O)NC(=S)Nc2ccc(CN3CCOCC3)cc2)cc1Br,i,i,i,6,i,i,1,i,i,i,1
COc1ccc(CNC(=O)COc2ccc(F)cc2)cc1,i,i,i,-4,i,i,-7,i,i,i,-18
CN1C2CCC1CC(NC(=O)c1ccc([N+](=O)[O-])cc1)C2 (configuration not stated),i,i,i,-1,i,i,4,i,i,i,-3
COc1cc(-c2c(C#N)c(N)nc3c2CCCC3)ccc1O,i,i,i,0,i,i,-1,i,i,i,-10
O=C(Nc1cccc(C(=O)O)c1)/C(=C\c1ccccc1)NC(=O)c1cccc2ccccc12,i,i,i,?,i,i,13,i,i,i,-14
CCN1CCN(CCNC(=O)c2ccc3c(c2)N(Cc2ccc(F)cc2)C(=O)c2ccccc2S3=O)CC1 (configuration not stated),i,i,i,2,i,i,-4,i,i,i,-6
CCOC(=O)c1ccccc1NC(=O)COC(=O)C1CCCC1,i,i,i,5,i,i,0,i,i,i,-12
S=C(Nc1ccccc1)Nc1nc2ccccc2n1CCOc1ccc(Br)cc1,i,i,5*,0,i,i,6,i,i,i,-5
Cc1cc(CNC(=O)c2cc(-c3ccccc3)nc3ccccc23)nn1C,i,i,i,5,i,i,-2,i,i,i,-25
CN(CCc1cn[nH]c1)C(=O)CC1C(=O)NCCN1Cc1cccc(Oc2ccccc2)c1 (configuration not stated),i,i,i,4,i,i,0,i,i,i,-6
Cc1ccc(NC(=S)N2CCC(N(C)CC3CCCO3)CC2)cc1 (configuration not stated),i,i,i,9,i,i,-1,i,i,i,-13
CCn1cc(Cl)c(C(=O)N2N=C(c3ccc4ccccc4c3)CC2c2ccccc2O)n1 (configuration not stated),i,i,i,4,i,i,50*,i,i,i,-3
C=CCn1c(O)c(CN2CCCCC2)c(C)c(C#N)c1=O,i,i,i,1,i,i,4,i,i,i,-9
CCc1ccc2nc(N=C(N)N)nc(C)c2c1,i,i,i,-6,i,i,-4,i,i,i,-10
Cc1cc(C)c(-n2c(O)c(C=NCCN3CCOCC3)c(=O)[nH]c2=O)c(C)c1,i,i,i,-1,i,i,-11,i,i,i,-7
CCCCCCCCCS(=O)(=O)Nc1cc(C)ccn1,i,i,i,-1,i,i,-14,i,i,i,-8
CCc1nc(SCC(=O)Nc2ccc3c(c2)OCCO3)c2oc3ccccc3c2n1,i,i,i,5,i,i,3,i,i,i,-9
COC(=O)C1CN(C(=O)c2ccc(OC(F)F)cc2)c2ccccc2O1 (configuration not stated),i,i,i,-2,i,i,2,i,i,i,-7
O=C(Nc1nnc(-c2ccncc2)o1)c1cccc(N2C(=O)CCC2=O)c1,i,i,i,3,i,i,-1,i,i,i,-5
O=C(CN(c1ccc(F)cc1)S(=O)(=O)c1ccc2c(c1)OCCO2)NCC1CCCO1 (configuration not stated),i,i,i,3,i,i,-3,i,i,i,-10
Cc1cc(C(F)(F)F)n(-c2nc(C(=O)NN)cs2)n1,i,i,i,.,i,i,-3,i,i,i,5.0*
Cc1cc(NC(=O)CSc2nc3ccc(Cl)cc3[nH]2)no1,i,i,i,0,i,i,-6,i,i,i,0
CC1CCc2c(sc(NC(=O)c3nc4ncccn4n3)c2C#N)C1 (configuration not stated),i,i,i,-1,i,i,7,i,i,i,-7
O=C(NCCCCc1ccccc1)C1CC(c2cc(C(F)(F)F)cc(C(F)(F)F)c2)=NO1 (configuration not stated),i,i,i,3,i,i,1,i,i,i,-3
Cc1ccc2[nH]c(C(=O)N/N=C/c3ccccc3C(=O)O)c(-c3ccccc3)c2c1,i,i,i,7,i,i,0,i,i,i,-12
CCc1nnc2n1N=C(c1ccc([N+](=O)[O-])cc1)CS2,i,i,i,9,i,i,4,i,i,i,-4
C=CCNC(=O)C1CC1(c1ccc(C)cc1)c1ccc(C)cc1 (configuration not stated),i,i,i,4,i,i,-1,i,i,i,-2
CCCCN(CC)CCNC(=O)Cn1cnc2sc(C)c(S(=O)(=O)N3CCC(C)CC3)c2c1=O,i,i,i,2,i,i,-6,i,i,i,-9
COc1ccc(NCC(O)Cn2cnc3c2c(=O)n(C)c(=O)n3C)cc1 (configuration not stated),i,i,i,-20,i,i,-6,i,i,i,-7
O=C(Nc1nc(-c2ccccc2)cs1)c1cccc([N+](=O)[O-])c1C(=O)O,i,i,i,8,i,i,5,i,i,i,-11
CCCCN(C)C(=O)c1cn(-c2cccc(OC)c2)c(=O)c2ccccc12,i,i,i,2,i,i,-3,i,i,i,-5
CCn1ccnc1CN(C)Cc1cn(-c2ccc(C)cc2)nc1-c1cccc(C)c1,i,i,i,3,i,i,28,i,i,i,-16
O=C(Nc1ccc(-c2csnn2)cc1)C(Cl)(Cl)Cl,i,i,i,-3,i,i,-14,i,i,i,-10
Cc1ccccc1NC(=O)c1c(C)nc(SCC(=O)OCc2ccccc2)c(C#N)c1-c1ccc(F)cc1,i,i,i,5,i,i,9,i,i,i,-10
CCCn1c2ccc(F)cc2c2nnc(SCCN3CCOCC3)nc21,i,i,i,10,i,i,-4,i,i,i,-12
Clc1cncc(Cl)c1NNc1c2ccccc2nc2ccccc12,i,i,i,-9,i,i,4,i,i,i,-10
CCOC(=O)c1ccc(NC(=S)N(CCN2CCCCCC2)Cc2cccs2)cc1,i,i,i,-3,i,i,3,i,i,i,-6
CCCn1c(O)c(N=NC(=O)CNC(=O)/C=C/c2ccc(OC)cc2)c2ccccc21,i,i,i,8,i,i,5,i,i,i,-7
CCn1c(SCc2ccc(OC)c(F)c2)nc2ccccc2c1=O,-20*,i,i,6,i,-12*,25,i,i,i,-3
COc1ccc(-c2onc(C)c2-c2cnn(-c3ccccc3)c2)c(O)c1,i,i,i,-5,i,i,-18,i,i,i,-4
Cc1cc(=O)oc2c(C)c(OCC(=O)NCc3ccccn3)ccc12,i,i,i,3,i,i,-2,i,i,i,-7
CCCCCN(C(=O)COC(=O)CSc1ccc([N+](=O)[O-])cc1)c1c(N)n(CCCC)c(=O)[nH]c1=O,i,i,i,-12,i,i,-5,i,i,i,-16
O=C(Nc1ccc(N2C(=O)C3CCCCC3C2=O)cc1Cl)c1cccs1 (configuration not stated),i,i,i,12,i,i,-4,i,i,i,-4
# The list continues:
SMILES,KCNK9 block,RGS4 act,RGS4 inh,HDAC3 inhib,KCNQ1 inh,KCNK3 block,SKKanGAS inh,ANO1 activ,KCNQ1 pot,ANO1 block,hERG rescue
CN1CCN(CC(O)COc2ccccc2)CC1 (configuration not stated),i,i,i,-4,i,i,1,i,i,i,1
Cn1cccc1Cc1nnc(SCC(=O)Nc2ccc3c(c2)OCO3)n1CCc1ccccc1,i,i,i,3,i,i,-5,i,i,i,-11
O=C1OC(OC(=O)c2ccccc2Br)C(N2CCOCC2)=C1Cl (configuration not stated),i,i,i,4,i,i,36,i,i,i,-4
CC(C)c1c(O)nc(SCCN(C)C)[nH]c1=O,i,i,i,0,i,i,2,i,i,i,-16
CCN(CC)/C(=N\S(=O)(=O)c1ccccc1C)c1ccccc1,i,i,i,-3,i,i,-5,i,i,i,-5
O=C(CCCSc1nc2ccccc2[nH]1)NCc1ccc(Cl)cc1,i,i,i,3,i,i,-10,i,i,i,-4
COc1ccc(CCNS(=O)(=O)c2cccc(S(=O)(=O)N3CCCC3)c2)cc1OC,i,i,i,.,i,i,0,i,i,.,1
CSc1nc2c(c(=O)[nH]c(=O)n2C)n1Cc1ccccc1Cl,i,i,i,3,i,i,-1,i,i,i,-3
COC(=O)c1ccccc1NC(=O)Nc1cccs1,i,i,i,-4,i,i,-6,i,i,i,-8
Cc1ccc2[nH]c(=O)c(CN(Cc3ccccc3)Cc3nnnn3C3CCCC3)cc2c1,i,i,i,1,i,i,-2,i,i,i,-2
CC(C)C(=O)NNC(=O)C1CC1(c1ccccc1)c1ccccc1 (configuration not stated),i,i,i,-8,i,i,-2,.,i,i,-6
CC1CN(S(=O)(=O)c2cccc(C(=O)OCC(=O)c3cccs3)c2)CC(C)O1 (configuration not stated),i,i,i,-3,i,i,5,i,i,i,-14
CCOc1ccccc1N(C)C(=O)CCS(=O)(=O)c1ccc2c(c1)NC(=O)CO2,i,i,i,3,i,i,-12,i,i,i,-5
CCOc1cccc(C(=O)Nc2ccc(NC(=O)c3cc4ccccc4o3)c(OC)c2)c1,i,i,i,2,i,i,-3,i,i,i,-7
Cc1ccccc1C(=O)OCC(=O)N(C)c1ccccc1,i,i,i,3,i,i,-5,i,i,i,-2
Cc1ccc(S(=O)(=O)N(C)C)cc1NC(=O)Nc1c(-c2ccccc2)noc1C,i,i,i,1,i,i,-1,i,i,i,-8
CN1CCN(C(=O)/C(=C/c2ccc(N(C)C)cc2)NC(=O)c2ccccc2)CC1,i,i,i,3,i,i,-5,i,i,i,-5
O=C1/C(=C/c2ccc(Cl)cc2)NC(=S)N1Cc1cccnc1,i,i,i,0,i,i,-1,i,i,i,-11
COc1ccc(CN2C(=O)c3cccnc3C2=O)cc1S(=O)(=O)N(C)Cc1ccco1,i,i,i,-1,i,i,-2,i,i,i,-5
